# Bioassay records deposited in PubChem BioAssay by NCI.
# Growth percent in the NCI-60 one-dose screen (48 h, 10 µM unless noted): 100 = growth as untreated, 0 = no growth, -100 = all killed.
# SF-268 – SF-268 CNS cancer cells. AID 1794759. 82,000 tested, 3.1% active
# HCT-15 – HCT-15 colon cancer; 82,000 tested, 5.2% active; AID 1794746
# SNB-75 – SNB-75 CNS cancer; 79,000 tested, 5% active
# HCC-2998 – HCC-2998 colon cancer; 79,000 tested, 4.7% active; AID 1794799
# HT29 – HT29 colon cancer. 81,000 tested, 7.4% active. AID 1794748
# SW-620 – SW-620 colon cancer | AID 1794795 | 82,000 tested, 5.2% active
# SNB-19 – SNB-19 CNS cancer cells | 81,000 tested, 2.5% active
# HCT-116 – HCT-116 colon cancer; 82,000 tested, 7.3% active; AID 1794798
# KM12 – KM12 colon cancer cells | 82,000 tested, 5% active
# * hit, by the source's call; . = not tested or not shown; & = joins results of further samples; [ ] = remark or other dose. The calls were made as follows: active = growth percent below 10; inactive = the rest. Rows are unselected; 11% or so of the library scored in one or more.
# Sequence of screens: SF-268	HCT-15	SNB-75	HCC-2998	HT29	SW-620	SNB-19	HCT-116	KM12
CC(N1CCN(C)CC1)C(O)(c1ccccc1)C1CCCCC1 (stereo not drawn)
    84	98	83	105	87	100	97	91	100
C=CCn1c(-c2nc3ccc(C(=C(C#N)C#N)c4ccccc4)cc3[nH]2)cc2cc(-c3ccc(C=O)cc3)ccc21
    84	27	62	96	99	97	63	76	83
O=C1CCCCN1CCCCC#Cc1ccccc1C#Cc1ccccn1
    107	95	92	88	89	103	108	106	111
CCN(CC)CCCC(C)Nc1ccnc2cc(C)c(C)cc12 (stereo not drawn)
    85	100	78	96	80	99	96	90	99
Cn1cc(-c2cc(N)n3nc(-c4cn(C)c5ccc(Cl)cc45)cc3n2)c2ccccc21
    107	100	89	105	105	114	108	104	109
Cc1ccc(-c2nnc(SCc3ccc(O)c4ncccc34)o2)cc1
    21	11	0.1*	34	79	14	11	18	11
O=C1Nc2c(sc3ccc(Cl)cc23)C(c2cccc([N+](=O)[O-])c2)N1 (stereo not drawn)
    94	105	77	104	104	103	94	95	96
COC(=O)CCC(=O)Nc1cc(C)ccc1C
    104	106	91	103	94	101	101	104	109
COc1nc(N)nc2c1ncn2C1OC(CO)CC1O (stereo not drawn)
    108	101	90	105	.	108	103	99	103
CC(N)c1nnc2n(Cc3ccccc3)c(=O)c3c4c(sc3n12)CCCC4 (stereo not drawn)
    104	112	93	105	112	102	107	99	113
CC1/C=C/C=C/CC/C=C/C=C/C=C/C=C/C(OC2OC(C)C(O)C(N)C2O)CC2OC(CC(O)C(O)CCC(O)CC(O)CC(O)CC(=O)OC(C)C(C)C1O)CC(O)C2C(=O)O (stereo not drawn)
    106	92	77	.	102	108	109	85	101
CC(=O)Nc1ccc(S(=O)(=O)N2CCN(C3=NS(=O)(=O)c4ccccc4N3c3ccccc3)CC2)cc1
    108	105	89	92	107	100	102	99	127
O=C(Nc1ccc(Cl)c(Cl)c1)c1ccc(Cl)c(Cl)c1
    93	98	78	103	90	100	90	85	97
O=C(N/N=C/c1cc(Cl)ccc1[N+](=O)[O-])c1cccc2ccccc12
    75	99	63	102	97	107	104	74	98
CCOC(=O)CCN(CC(C)C)C(=S)Nc1ccccc1
    104	99	105	108	105	107	100	96	104
Cc1nn(-c2ccc(F)cc2)c2ncnc(Oc3ccc(NC(=O)Nc4cccc(C(F)(F)F)c4)cc3)c12
    94	108	97	104	114	99	101	105	108
COc1ccc2oc3c4[nH]c5ccccc5c4c4c(c3c2c1)C(=O)NC4=O
    87	78	73	101	96	74	99	85	50
COC(=O)c1c(C(=O)OC)c2n(CC(=O)Nc3cccc4cccnc34)c3ccccc3n2c1C(=O)c1ccc(Cl)cc1
    97	103	100	118	109	97	96	103	98
C=C1C(=O)O[C@H]2[C@H]1CC/C(COC(=O)/C=C\C(=O)NCc1ccc(Cn3c(=O)sn(CCCCC)c3=O)cc1)=C\CC[C@@]1(C)O[C@@H]21
    93	39	110	100	41	19	95	40	99
Cc1cc2nc3c4ccccc4nc-3n(CCN(C)C)c2cc1C
    94	85	100	104	88	93	87	85	93
CCN(CC)c1nc(C)c(C)c(C#N)c1C#N
    97	100	88	113	75	107	106	89	97
CC(=O)COc1ccccc1
    98	105	96	101	110	107	99	106	100
CCOC(=O)c1[nH]cc2c1CCc1sc(Nc3ncccn3)nc1-2
    106	101	111	102	94	105	101	92	99
O=C(O)c1ccnc(C(=O)O)c1
    101	94	101	107	99	103	103	103	97
Cc1ccc(S(=O)(=O)Oc2ccc(Cl)cc2Cl)cc1
    94	98	87	95	92	98	93	90	93
COCCOC(=O)c1ccc(C(C)C)cc1
    99	99	87	103	92	104	106	100	101
COc1cc(/C=C/C(=O)c2nc3cc(F)ccc3nc2C)cc(OC)c1OC
    89	48	90	-4.3*	68	30	78	44	36
O=C(c1c[nH]c2ccccc12)C(Sc1nc2ccccc2c(=O)[nH]1)c1ccccc1 (stereo not drawn)
    105	104	91	112	71	110	102	95	106
Cn1cccc1C(=O)C1C(c2ccc(F)cc2)C2CCCN2C12C(=O)Nc1ccccc12 (stereo not drawn)
    100	101	66	112	102	99	94	94	100
Brc1ccc(-c2nnc3ccc(N/N=C/c4ccccc4)nn23)cc1
    83	89	68	118	96	103	88	87	97
Clc1ccc(C2CC(n3nnnc3-c3ccccc3)=NN2)cc1 (stereo not drawn)
    115	112	88	108	115	122	108	103	117
CC1(C)CC[C@]2(C(=O)OC(=O)[C@]34CCC(C)(C)C[C@@H]3C3=CC[C@@H]5[C@@]6(C)CCCNC(C)(C)[C@@H]6CC[C@@]5(C)[C@]3(C)CC4)CC[C@]3(C)C(=CC[C@@H]4[C@@]5(C)CCCNC(C)(C)[C@@H]5CC[C@]43C)[C@H]2C1
    97	100	101	104	108	96	102	94	101
CN1C(=O)C(=Cc2cn(Cc3cn(Cc4ccc(Cl)cc4Cl)nn3)c3ccccc23)C(=O)N(C)C1=O
    90	94	87	104	121	96	99	99	104
Cc1cccc(NC(=O)CCc2ccc(N3C(N)=NC(N)=NC3(C)C)cc2)c1
    34	103	60	33	17	33	37	19	23
Cc1ccc(Cc2cnc(NC(=O)/C=C/c3cccc(C)c3)s2)cc1
    45	7.0*	-24*	12	0.0*	17	13	2.5*	16
Cc1ccc(C(C)C)c(NC(=S)N/N=C/c2ccccc2O)c1
    87	99	75	95	102	96	99	91	84
CCOC(=O)c1c(N)sc2cc(O)ccc12
    105	97	87	111	104	117	106	99	89
CN1CCN(C(=O)Cn2c(-c3ccccc3)csc2=N)CC1
    96	88	57	101	84	96	94	92	102
O=C(CCCCCCC(=O)Nc1cccnc1)NO
    42	93	-14*	40	13	36	68	9.1*	6.2*
CCN(CC)CCN1c2ccncc2Sc2ccncc21
    135	99	87	149	104	110	104	100	101

# Carrying on:
# Field names – A = SF-268; B = HCT-15; C = SNB-75; D = HCC-2998; E = HT29; F = SW-620; G = SNB-19; H = HCT-116; I = KM12
> COc1ccc(/C=C2/CN(CCC#N)C/C(=C\c3ccc(OC)cc3)C2=O)cc1
  A: 0.4*	B: 0.4*	C: 51	D: -82*	E: -38*	F: -37*	G: 60	H: -68*	I: .
> COc1ccc(-n2c(SCc3nnc(NC(=O)c4ccccc4)s3)nc3cc(OC)c(OC)cc3c2=O)cc1
  A: 97	B: 98	C: 90	D: 107	E: 103	F: 100	G: 95	H: 102	I: 101
> O=C1N(Cc2ccccc2)c2ccccc2C12Nc1ccccc1S2 (stereo not drawn)
  A: 88	B: 77	C: 86	D: 95	E: 84	F: 95	G: 83	H: 78	I: 81
> COc1ccc([N+](=O)[O-])c(/C=C/C(=O)c2ccccn2)c1
  A: 89	B: 58	C: 67	D: 120	E: 59	F: 17	G: 98	H: 1.9*	I: 84
> Nc1nc(-c2nnc(Nc3ccccc3)s2)cs1
  A: 99	B: 98	C: 93	D: 109	E: 103	F: 109	G: 103	H: 97	I: 101
> Cc1ccc(/C=N/n2c(CN3CCCC3)nc3ccccc3c2=O)cc1
  A: 95	B: 105	C: 81	D: 104	E: 103	F: 102	G: 100	H: 104	I: 101
> Cc1ccc(S(=O)(=O)NC(CCCNC(=O)OCc2ccccc2)C(=O)O)cc1 (stereo not drawn)
  A: 106	B: 105	C: 101	D: 101	E: 101	F: 108	G: 116	H: 100	I: 99
> Cc1ccc(NC(=O)C(C)S)cc1 (stereo not drawn)
  A: 101	B: 97	C: 90	D: .	E: 115	F: 101	G: 98	H: 96	I: 103
> COc1ccc(C2CC(c3cc(OC)c(OC)c(OC)c3)=NO2)cc1OCCCCOc1ccc(-n2c(/C=C/c3ccccc3)nc3ccccc3c2=O)cc1 (stereo not drawn)
  A: 111	B: 117	C: 131	D: .	E: 102	F: 101	G: 103	H: 98	I: 99
> Cc1cnc(N)nc1OCC(C)(C)CNC(=O)c1cccc(-c2ccc(S(=O)(=O)Nc3ccc4c(c3)N(C(=O)C3CC3)CCC4)cc2)c1
  A: 67	B: 68	C: 48	D: 73	E: 42	F: 74	G: 68	H: 61	I: 62
> COCCOCn1c(N(C)C)c(C#N)c2c(N)ncnc21
  A: 95	B: 105	C: 93	D: 102	E: 93	F: 105	G: 110	H: 91	I: 108
> CCCCOC(=O)c1ccc(NC(=O)C(C)N2CCOCC2)cc1 (stereo not drawn)
  A: 103	B: 108	C: 107	D: 102	E: 80	F: 101	G: 99	H: 78	I: 109
> O=C1C(c2ccccc2)=C(c2ccccc2)c2ccccc21
  A: 104&100	B: 63&104	C: 86&88	D: 102&104	E: 110&101	F: 98&101	G: 97&96	H: 70&105	I: 93&96
> COc1ccc(-c2nn(-c3ccccc3)cc2/C=C2/SC(=S)N(CC(=O)O)C2=O)cc1
  A: 96	B: 96	C: 80	D: 100	E: 112	F: 104	G: 99	H: 97	I: 102
> C/C(=N\N1C(=O)c2ccccc2NC1c1ccc(Cl)cc1)c1c(O)cc(C)oc1=O (stereo not drawn)
  A: 99	B: 104	C: 99	D: 77	E: 103	F: 101	G: 97	H: 91	I: 97
> CCOC(=O)C1(CC)OC12CCCCC2 (stereo not drawn)
  A: 98	B: 109	C: 82	D: 113	E: 93	F: 96	G: 106	H: 102	I: 95
> CC[C@]12C=CCN3CC[C@@]4(c5cc([C@H]6CCC(=O)N6)c(OC)cc5N(C)[C@H]4[C@@](O)(C(=O)OC)[C@@H]1OC(C)=O)[C@@H]32
  A: 116[2.5 µM]	B: 104[2.5 µM]	C: 82[2.5 µM]	D: 110[2.5 µM]	E: 103[2.5 µM]	F: 108[2.5 µM]	G: 105[2.5 µM]	H: 100[2.5 µM]	I: 111[2.5 µM]
> CN=C1C=CC(=C(c2ccc(N(C)C)cc2)c2ccc(N(C)C)cc2)C=C1
  A: -57*	B: 7.1*	C: -27*	D: -31*	E: -37*	F: 3.3*	G: 3.2*	H: -7.2*	I: -76*
> Nc1nn2c(-c3cc4ccccc4oc3=O)ccnc2c1N=Nc1ccc(C(=O)O)cc1
  A: 112	B: 101	C: 150	D: 119	E: 114	F: 124	G: 107	H: 106	I: 90
> CCOc1ccccc1/C=N\N=C(\N)N/N=C/c1ccccc1OCC
  A: 47	B: 25	C: -3.9*	D: .	E: 11	F: .	G: 43	H: 25	I: .
> O=C(O)c1cccc2c1Cc1cc([N+](=O)[O-])ccc1-2
  A: 104	B: 106	C: 84	D: 101	E: 112	F: 103	G: 108	H: 97	I: 109
> COc1cc2c(c(OC)c1OC)CCC(c1cccc(NC(=O)c3cccc(Br)c3)c1)O2 (stereo not drawn)
  A: 87	B: 88	C: 87	D: 100	E: 87	F: 93	G: 95	H: 72	I: 95
> COc1ccc(-c2ccnc(SCc3cc4cc(OC)ccc4[nH]c3=O)n2)cc1
  A: 37	B: 11	C: .	D: 35	E: 20	F: 22	G: 36	H: 11	I: 24
> COc1ccc(COc2ccc(/C=C3/C(=O)Nc4ccc(Cl)cc43)cc2OC)cc1
  A: 101	B: 96	C: 89	D: 104	E: 108	F: 94	G: 97	H: 96	I: 99
> CCCCC1(C(OC)OC)NC(=O)NC1=O (stereo not drawn)
  A: 102	B: 109	C: 95	D: 109	E: 93	F: 109	G: 110	H: 97	I: 109
> CCOC1CC(C#N)(C#N)C1(C#N)C#N (stereo not drawn)
  A: 102	B: 111	C: 87	D: 105	E: 108	F: 109	G: 101	H: 101	I: 104
